# TDP2 absorb – blocks human TDP2 phosphodiesterase activity | O95551 | recombinant TDP2, T5PNP hydrolysis, p-nitrophenol absorbance 415 nm | actives 0.34% (n = 370,000) | AID 720702 | inhibition, % at 12.8 µM;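 active means inhibition above the mean of all tested compounds plus 3 SD, set per campaign, cut at about 25% in these data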;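 further: 0% = DMSO with enzyme and 100% = buffer with substrate but no TDP2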
#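 Assay system: recombinant human TDP2 / Reagent: T5PNP substrate at 5 mM, a TopII-DNA adduct mimic / Measured by: epi absorbance from released p-nitrophenol / Evaluation: % inhibition relative to enzyme-containing and enzyme-free wells / Control set: enzyme-free and DMSO wells / Replicates: each compound tested once, singlicate / Schedule: enzyme reaction with compound for 2 h at 37 °C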
# MBD2 inh – inhibitors of human MBD2 binding to methylated oligonucleotide | TR-FRET | inhibition, % at 4.4 µM | actives 0.31% (n = 370,000); in the data active means inhibition above about 13%
# DDE Tn6 FP inh – disrupts Tn6 cyclic peptide binding to fibrin D-Dimer-E complex. inhibition, % at 8.3 µM. P02675. Fibrin DD(E) TRITC-Tn6 fluorescence polarization displacement. actives 0.21% (n = 370,000);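 active means inhibition above a per-campaign cutoff: mean of compounds within control limits plus 3 SD, cut at about 15% in these data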;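 further: 0% = median of all compound wells on the plate and 100% = blocking peptide control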
# Target sequence (P02675 whole entry, looked up): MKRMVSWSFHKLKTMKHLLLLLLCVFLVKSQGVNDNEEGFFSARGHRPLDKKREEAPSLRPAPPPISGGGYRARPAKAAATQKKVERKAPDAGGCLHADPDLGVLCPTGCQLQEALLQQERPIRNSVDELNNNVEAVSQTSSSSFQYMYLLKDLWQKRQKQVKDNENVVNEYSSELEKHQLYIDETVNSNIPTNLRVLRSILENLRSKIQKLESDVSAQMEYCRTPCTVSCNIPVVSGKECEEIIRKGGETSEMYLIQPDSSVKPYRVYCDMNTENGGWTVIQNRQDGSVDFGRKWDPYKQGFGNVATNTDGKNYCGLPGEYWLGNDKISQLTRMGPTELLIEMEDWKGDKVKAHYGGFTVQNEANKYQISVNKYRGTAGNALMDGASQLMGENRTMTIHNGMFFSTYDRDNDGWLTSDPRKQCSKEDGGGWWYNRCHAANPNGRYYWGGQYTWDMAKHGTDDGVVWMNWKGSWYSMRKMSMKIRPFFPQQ
# UHRF1 binding – blocks human UHRF1 binding to methylated DNA; inhibition, % at 4.4 µM; AID 687016; actives 0.75% (n = 370,000); UHRF1 binding to methylated oligo, TR-FRET; Q96T88; in the data active means inhibition above about 21%;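 further: UHRF1 SRA domain binding a hemimethylated CpG hairpin DNA probe; 0% = median of test compound wells and 100% = reference inhibitor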
# PRMT1 inh – blocks human protein arginine methyltransferase 1. inhibition, % at 2.79 µM. recombinant PRMT1, activity-based probe fluorescence polarization. actives 1.3% (n = 370,000);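 active means inhibition above about 21% made by adding two undisclosed values, limit read from the data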
# proKLK7 act – proKLK7 (human) activation, primary screen. actives 0.9% (n = 370,000). P49862. activation, % at 7 µM. purified proKLK7, EDANS-DABCYL substrate fluorescence; 100% is mature enzyme control, 0% vehicle. AID 652039;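 active means activation above the mean of all tested compounds plus 3 SD, computed per campaign excluding outliers beyond control limits, cut at about 13% in these data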
# SIAE inh – human SIAE inhibition, primary screen. Q9HAT2. SIAE FP-Rh probe binding, fluorescence polarization. inhibition, % at 9.66 µM. actives 0.69% (n = 370,000);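 active means inhibition above a cutoff: mean of compounds within the control limits plus 3 SD of those, cut at about 17% in these data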;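 further: 0% = plate median of compound wells and 100% = probe without SIAE protein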
# Target sequence (Q9HAT2 whole entry, looked up): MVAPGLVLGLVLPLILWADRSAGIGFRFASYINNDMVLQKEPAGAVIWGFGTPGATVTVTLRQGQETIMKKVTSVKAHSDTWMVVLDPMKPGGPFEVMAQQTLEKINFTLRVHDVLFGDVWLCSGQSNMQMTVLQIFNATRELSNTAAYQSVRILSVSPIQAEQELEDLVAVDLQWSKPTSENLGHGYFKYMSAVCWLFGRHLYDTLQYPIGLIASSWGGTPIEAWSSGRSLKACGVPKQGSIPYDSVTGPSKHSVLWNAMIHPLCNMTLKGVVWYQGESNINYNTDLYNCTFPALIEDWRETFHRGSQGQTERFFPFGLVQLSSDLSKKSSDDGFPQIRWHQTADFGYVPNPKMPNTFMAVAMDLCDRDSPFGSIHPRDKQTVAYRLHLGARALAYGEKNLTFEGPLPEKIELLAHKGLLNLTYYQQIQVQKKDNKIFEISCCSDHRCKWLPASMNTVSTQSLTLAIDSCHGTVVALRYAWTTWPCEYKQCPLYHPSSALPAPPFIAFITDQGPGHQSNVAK
# DDE Tn7 FP inh – DD(E)-Tn7 binding inhibition, primary FP screen. P02675. FP displacement of FITC-Tn7 peptide from fibrin DD(E); 0% = median of compound wells per plate. inhibition, % at 8.3 µM. actives 0.13% (n = 370,000). AID 720508;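 active means inhibition above the mean of compounds falling within the control limits plus 3 SD of them, cut at about 14% in these data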;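 further: 0% = plate median of compound wells and 100% = 10 µM Aha-Tn7 peptide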
#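 Assay system: human fibrin DD(E). Input: DD(E) 2 µM final. Medium: Tris buffer with calcium and detergent, pH 7.8. Compound dosing: single point at 8.3 µM. Timing: 10 min plus 3 h, room temperature. Technique: fluorescence polarization of the labelled Tn7 tracer. Read-out: percent inhibition. Replicates: singlicate testing.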
# LEDGF integ inh – blocks HIV-1 LEDGF/p75-dependent DNA integration; TR-FRET IN-LEDGF/p75 DNA integration, Eu/Cy5; inhibition, % at 3.7 µM; actives 0.64% (n = 370,000); AID 743269;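 active means inhibition above the screen-wide mean plus 3 SD, cut at about 13% in these data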;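 further: signal is the Cy5 over europium emission ratio at 671 and 618 nm; 0% = plate median of compound wells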
# TCR-CD3 inh – inhibitors of human TCR-CD3 interaction | inhibition, % at 9.4 µM | AID 651800 | actives 0.37% (n = 360,000) | TAMRA-labeled TCR probe fluorescence, biochemical; in the data active means inhibition above about 19%;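 further: recombinant mutant TCR 2C K166C tagged with TAMRA read by polarization; 0% = receptor in buffer alone and 100% = receptor with positive control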
# The depositor's hits bear a star; / = no result given. Rows are unselected; about 4.6% have a hit in one of these screens.
SMILES	TDP2 absorb	MBD2 inh	DDE Tn6 FP inh	UHRF1 binding	PRMT1 inh	proKLK7 act	SIAE inh	DDE Tn7 FP inh	LEDGF integ inh	TCR-CD3 inh
COc1cccc(Nc2nc(C(N)Cc3ccc(Cl)cc3)cs2)n1 (centres undefined)	-10	-3	0	-1	-3	0.0	2	-9	13	2
COC(=O)[C@]12CCCCC=C1N(Cc1ccco1)C(=O)[C@H](CC(=O)NCCCN1CCCC1=O)C2	6	0	4	3	2	0.0	9	0	1	-7
COc1ccc(C(=O)CSc2nc(C)cc(=O)[nH]2)cc1C	13	-2	2	-1	-2	-0.6	-7	0	-1	-3
Cn1ncc(N=Cc2ccc([N+](=O)[O-])cc2)c1C(=O)N1CCOCC1	-14	0	-3	3	-2	0.2	-1	-3	2	-3
Cc1nn(CC(=O)NNC(=O)c2cccc(Br)c2)c(C)c1[N+](=O)[O-]	1	-1	4	1	8	0.2	1	2	1	2
Cc1cccc2cc3c(N)c(C#N)sc3nc12	-1	4	0	-3	20	1.8	-5	-4	0	-4
Cc1ccc(NC(=O)c2ncn(CC(=O)NCc3nc4ccccc4[nH]3)n2)cc1C	-3	-2	2	2	3	-0.7	5	-6	-4	-2
CCOc1cc(CNn2c(C)nnc2SCC(=O)NC(C)(C)C)ccc1OCC(=O)NC(C)(C)C	3	-1	-3	1	2	0.1	5	-5	3	-3
CCOC(CCn1c(SCc2cccc([N+](=O)[O-])c2)nc2ccccc2c1=O)OCC	4	-4	4	-5	-3	0.0	-2	-3	1	6
COc1ccc2nc(C(c3ccc(C)cc3)n3c(-c4ccccc4Br)nc4ccccc43)[nH]c2c1 (centres undefined)	-3	-2	-6	-1	4	-11	27*	-10	4	3
CCN1CCc2c(sc(NC(=S)NC(=O)c3ccco3)c2C(N)=O)C1	-12	-4	2	2	15	3.8	-8	-4	2	2
Cc1nc2nc(-c3cccs3)[nH]c2cc1Br	-12	-9	-2	1	0	-0.4	9	-4	0	-18
CCOc1ccc(N2C(=O)CC(NCC#N)C2=O)cc1 (centres undefined)	10	-7	-3	-2	33*	0.3	2	1	1	1
CCc1nc2ccc(C(=O)NCCCN3CCCC3=O)cn2c1N(CC)C(C)=O	-3	-5	1	0	0	1.5	1	-5	4	2
CCC(C)c1ccc(NC(=O)CSc2nnc(-c3cccc(C)c3)n2C)cc1 (centres undefined)	-7	2	8	-1	-1	-0.8	-1	2	-2	/

# Whole records from above. Values in the order: TDP2 absorb | MBD2 inh | DDE Tn6 FP inh | UHRF1 binding | PRMT1 inh | proKLK7 act | SIAE inh | DDE Tn7 FP inh | LEDGF integ inh | TCR-CD3 inh
# CCC(C)c1ccc(NC(=O)CSc2nnc(-c3cccc(C)c3)n2C)cc1 (centres undefined) is listed with -7 | 2 | 8 | -1 | -1 | -0.8 | -1 | 2 | -2 | /
# Cc1ccc(NC(=O)c2ncn(CC(=O)NCc3nc4ccccc4[nH]3)n2)cc1C is listed with -3 | -2 | 2 | 2 | 3 | -0.7 | 5 | -6 | -4 | -2
# CCOc1cc(CNn2c(C)nnc2SCC(=O)NC(C)(C)C)ccc1OCC(=O)NC(C)(C)C is listed with 3 | -1 | -3 | 1 | 2 | 0.1 | 5 | -5 | 3 | -3

# The list continues.
SMILES	TDP2 absorb	MBD2 inh	DDE Tn6 FP inh	UHRF1 binding	PRMT1 inh	proKLK7 act	SIAE inh	DDE Tn7 FP inh	LEDGF integ inh	TCR-CD3 inh
COC(=O)c1[nH]c2cc(OC)ccc2c1NC(=O)c1c(F)cccc1F	-4	-2	-3	5	-6	0.0	9	-1	5	7
Cc1c(CC=C(Cl)Cl)c(=O)[nH]c2c(C)cccc12	-7	1	6	-1	-1	0.1	4	-4	2	-5
O=C(Nc1ccccc1Sc1ccccc1)C1CCCO1 (centres undefined)	-9	7	-3	5	-1	-0.4	6	2	3	-3
CCCCc1ccc(S(=O)(=O)NC(=O)C2(C)CCN2C(=O)C/C=C/c2ccccc2)cc1 (centres undefined)	0	-1	-3	2	1	-0.1	-2	1	0	-5
COc1ccc(NS(=O)CCCc2ccccc2)cc1 (centres undefined)	-9	4	-7	2	5	0.6	5	0	-2	-3
N#Cc1ccc(NC(=O)CSc2nc3[nH]c(=O)cc(O)c3s2)cc1	11	-5	1	-1	9	-0.1	-14	-4	1	-6
[C-]#[N+][C@H](O[C@@H]1O[C@H](CO)[C@@H](O)[C@H](O)[C@H]1O)c1ccccc1	0	-2	7	-1	1	-0.4	-2	3	-5	-9
CCOC(=O)C1=CN(CC)S(=O)(=O)NC1c1cccc(OC)c1 (centres undefined)	-5	-1	3	0	-1	-1.0	1	3	-1	-9
Cc1cc(C)n(C(=O)CCN2C(=O)c3ccccc3C2=O)n1	-5	-6	2	-2	-4	0.1	1	4	2	0
O=C(CCSCc1cccc(F)c1)NCc1ccc(F)cc1	2	5	-2	-1	-1	-0.4	6	-5	-2	6
Cc1ccc(NC(=O)Cn2ncc3c([nH]c4ccccc43)c2=O)cc1Cl	2	2	-2	-2	-2	0.2	-6	1	3	4
O=[N+]([O-])c1cc(-c2ncccn2)c([N+](=O)[O-])s1	-4	-9	2	-12	28*	0.2	9	-1	-3	6
Cc1nc(-c2cccc(NC(=O)C3CCCCC3)c2)cs1	1	-3	-4	-1	-2	-0.3	-3	-1	4	-3
N#C/C(=C/c1ccc(-c2cc([N+](=O)[O-])ccc2Cl)o1)C(N)=O	-5	5	-7	3	1	-0.1	-3	0	-4	-3
COC(=O)c1cc(S(=O)(=O)N2CCN(Cc3ccccc3)CC2)c[nH]1	-11	2	-1	0	2	0.5	0	6	-5	-7
CCCN1CCn2c3c(c4cc(Br)ccc42)CCCC31 (centres undefined)	-1	0	1	1	-1	0.1	4	-3	4	-4
COc1cc([N+](=O)[O-])ccc1NC(=O)COC(=O)C=C(C)C	4	1	-7	2	4	0.7	-1	3	-1	-2
Cn1c(NC(=O)c2cc(Cl)ccc2Cl)cc(=O)n(C)c1=O	-9	-3	-2	5	4	-0.4	3	0	-1	-4
O=C(O)C1(c2ccccc2)CCN(S(=O)(=O)c2ccc(Cl)s2)CC1	-9	5	5	14	-1	-0.3	-2	2	-2	10
Clc1ccc(-c2nc(-c3cnccn3)no2)cc1	-10	2	-7	8	-2	0.5	1	-5	2	-8
Cc1ccc(S(=O)(=O)NCC(=O)N(CC(=O)NCc2ccco2)Cc2ccc3c(c2)OCO3)cc1	2	2	-1	-2	1	0.2	-2	6	-1	1
C[C@H](O)[C@@H]1CN2CCc3ccc(N4CCOCC4)cc3[C@@H]2C[C@@H]1N(C)C(=O)c1ccco1	-10	-2	7	-1	7	0.4	0	8	-1	/
Nc1nonc1C(=O)NCCNc1ncccc1[N+](=O)[O-]	7	-6	3	-4	-1	0.0	-6	-3	-4	5
CCOC(=O)c1ccc(NS(=O)(=O)c2ccc3c(c2)NC(=O)CCS3)cc1	12	-4	0	0	3	-0.2	2	-2	-1	4
O=C(NCc1cccc(Cl)c1)c1ccc(-c2csnn2)cc1	-7	7	0	10	7	-0.4	-6	5	5	-8
O=C1c2ccccc2C(=O)N1CCc1nc2ccccc2c(=O)n1CCCn1ccnc1	11	0	1	0	-2	0.2	2	-3	3	-2
CCN(CC(=O)Nc1cccc(C#N)c1)CC(=O)Nc1cccc(OC)c1	-2	-1	3	0	-1	-0.9	-11	1	-2	4
COC(=O)c1ccc(C2C(Oc3ccc(OC)cc3)C(=O)N2CCc2ccc(OC)c(OC)c2)cc1 (centres undefined)	-5	5	-5	6	3	0.6	-10	3	-2	-4
CC(=O)Nc1ccc(NC(=O)c2ccccc2Br)cc1	5	-6	1	2	3	-0.6	4	1	1	-4
Cc1cccc(OCC(=O)OC(C)C(=O)Nc2ccc(S(=O)(=O)N3CCCCC3)cc2)c1 (centres undefined)	4	6	-1	4	1	-0.9	-16	-5	-4	-2

# The last 5 records of the part above are carried over, then new ones follow.
SMILES	TDP2 absorb	MBD2 inh	DDE Tn6 FP inh	UHRF1 binding	PRMT1 inh	proKLK7 act	SIAE inh	DDE Tn7 FP inh	LEDGF integ inh	TCR-CD3 inh
O=C1c2ccccc2C(=O)N1CCc1nc2ccccc2c(=O)n1CCCn1ccnc1	11	0	1	0	-2	0.2	2	-3	3	-2
CCN(CC(=O)Nc1cccc(C#N)c1)CC(=O)Nc1cccc(OC)c1	-2	-1	3	0	-1	-0.9	-11	1	-2	4
COC(=O)c1ccc(C2C(Oc3ccc(OC)cc3)C(=O)N2CCc2ccc(OC)c(OC)c2)cc1 (centres undefined)	-5	5	-5	6	3	0.6	-10	3	-2	-4
CC(=O)Nc1ccc(NC(=O)c2ccccc2Br)cc1	5	-6	1	2	3	-0.6	4	1	1	-4
Cc1cccc(OCC(=O)OC(C)C(=O)Nc2ccc(S(=O)(=O)N3CCCCC3)cc2)c1 (centres undefined)	4	6	-1	4	1	-0.9	-16	-5	-4	-2
CCOc1ccccc1NC1=NC2CS(=O)(=O)CC2S1 (centres undefined)	1	2	3	2	4	0.1	0	6	-4	-7
Cc1ccc(C(=O)NC2=NCCS2)cc1	11	1	1	-1	0	-0.3	-4	5	5	-3
COc1ccc(S(=O)(=O)N2CCC(N3CCCCC3)CC2)cc1	-11	-1	-6	0	-2	-0.3	-2	-1	1	6
COC(=O)COc1ccc(S(=O)(=O)Nc2ccccc2C(=O)OC)cc1	-2	2	7	0	1	0.2	-1	2	-3	7
O=C(CCC1CCCCC1)NCc1ccc(F)cc1	6	1	-1	0	1	0.5	-4	1	-2	2
O=C(Cc1cccc(NC(=O)C2CCCN(C(=O)c3ccccc3)C2)c1)Nc1ccc(C(=O)N2CCOCC2)cc1 (centres undefined)	-1	0	-7	7	1	0.1	-1	-7	2	-6
CCC(C)(C)NC(=O)CN(C(=O)C(=O)Nc1ccc2c(c1)OCCO2)C(C)(C)CC	1	-4	2	-1	3	0.3	-3	8	-5	-2
CCOC(=O)c1c(NC(=O)c2ccnn2C)sc(C)c1C	-1	2	-1	2	-4	-0.1	-5	3	0	1
COc1ccc(Nc2nnc(SCC(=O)c3cc4ccccc4o3)s2)cc1	-23	4	1	4	18	-1.0	-7	-8	-7	-33
O=C(COC(=O)c1ccc2c(c1)C(=O)N(Cc1ccncc1)C2=O)Nc1ccccc1[N+](=O)[O-]	-3	5	-3	3	0	-0.6	5	2	2	6
